Assay outcomes (PubChem)
iPSC survival up: enhancers of human iPSC single-cell survival. hiPSC single-cell survival, ATPlite luminescence; 100% = ROCK inhibitor wells, 0% = DMSO. survival enhancement, % at 20 µM. 360,000 compounds, 0.044% hits. AID 602274; in the data active = survival enhancement above about 18%;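 also: cells exposed to compounds for 16 hours before the ATP read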
H9c2 protect: myocardial damage modulation in H9c2 cells. H9c2 cardiomyocytes, H2O2 injury protection, ATPLite, 2 h. protection from H2O2 cell death, % at 20 µM. 360,000 compounds, 0.63% hits;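 active = compounds giving at least 50% protection of heart cells from peroxide-induced death in the single-dose screen, raw or plate-pattern-corrected value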;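 also: 0% = DMSO wells with peroxide and 100% = DMSO wells without peroxide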
CaV13 ICDI inh: Disruptors of the CACNA1D IQ motif to Ca2+-dependent inactivation inhibitor domain association, primary screening, Förster resonance energy transfer in intact living …; HEK cells, CFP/YFP FRET ICDI-IQ, plate reader, 10 min; percent FRET-ratio fall versus neutral wells; inhibition, % at 12.3 µM; 340,000 compounds, 0.098% hits;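 active = mean replicate inhibition of at least 30% and at least 1% of replicates passing that level; inconclusive = only one of the two criteria is met; inactive = neither criterion is met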;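 also: 0% = median of the neutral control wells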
ABCB6 inh MLPCN: blocks the human ABCB6 transporter | Q9NP58 | K562-ABCB6 porphyrin accumulation, flow cytometry, 1 h; active compounds read low | fluorescence ratio to DMSO, % at 10 µM | 360,000 compounds, 0.19% hits | AID 602162;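 active = fluorescence ratio to DMSO below 75%, the collection mean minus 3 SD; inconclusive = too few cells collected in the well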;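 also: signal is porphyrin accumulated inside mitochondria; 100% equals median channel fluorescence of DMSO control wells; lower ratio means ABCB6 inhibition with less porphyrin fluorescence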
aDG glyco up: alpha-DG glycosylation activation; Pro5-aDG cells, alpha-DG glycosylation AlphaScreen (IIH6); 0% Pro5, 100% B10-LARGE cell signal; activation, % at 10 µM; 360,000 compounds, 0.22% hits; AID 624168;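 active = activation of at least 8% versus controls, or a plate z-score of at least 8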;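 also: Pro5 are CHO cells carrying HIG-tagged alpha-DG that lacks glycosylation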
PDI turbidity: PDI (human) enzyme inhibition | P07237 | PDI insulin aggregation turbidity, A650, 90 min | inhibition, % at 10 µM | 350,000 compounds, 0.052% hits | AID 588391;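 active = mean inhibition across replicates of 30% or more, whatever share of single replicates reach that level; inconclusive = mean inhibition below 30% while every single replicate reaches 30%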;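 also: absorbance from insulin aggregation driven by PDI reduction with DTT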
Target sequence (P07237 whole entry, looked up): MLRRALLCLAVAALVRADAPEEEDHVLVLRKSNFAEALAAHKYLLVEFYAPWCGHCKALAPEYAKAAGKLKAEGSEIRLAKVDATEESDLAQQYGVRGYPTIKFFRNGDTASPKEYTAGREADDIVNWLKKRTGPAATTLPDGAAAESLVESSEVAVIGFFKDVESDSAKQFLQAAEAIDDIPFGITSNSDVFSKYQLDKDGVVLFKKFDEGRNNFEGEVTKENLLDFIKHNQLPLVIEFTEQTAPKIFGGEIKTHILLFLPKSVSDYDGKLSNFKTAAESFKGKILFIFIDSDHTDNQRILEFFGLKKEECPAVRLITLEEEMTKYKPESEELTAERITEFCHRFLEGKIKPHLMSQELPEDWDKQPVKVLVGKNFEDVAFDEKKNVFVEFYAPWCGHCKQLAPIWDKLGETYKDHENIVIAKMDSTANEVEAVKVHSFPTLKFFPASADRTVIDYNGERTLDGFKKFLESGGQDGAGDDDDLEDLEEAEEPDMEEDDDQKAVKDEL
m5-HT2A agonist: activates the mouse 5-HT2A serotonin receptor | P35363 | CHO-K1 mHTR2A beta-arrestin complementation, luminescence; percent of 30 µM serotonin response | activation, % at 7.6 µM | 360,000 compounds, 0.66% hits | AID 624169;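 active = activation above a run cutoff, the mean activation of all tested compounds plus 3 SD, cut at about 14% in these data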;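 also: 0% = plate median of compound wells and 100% = 30 µM serotonin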
Target sequence (P35363 whole entry, looked up): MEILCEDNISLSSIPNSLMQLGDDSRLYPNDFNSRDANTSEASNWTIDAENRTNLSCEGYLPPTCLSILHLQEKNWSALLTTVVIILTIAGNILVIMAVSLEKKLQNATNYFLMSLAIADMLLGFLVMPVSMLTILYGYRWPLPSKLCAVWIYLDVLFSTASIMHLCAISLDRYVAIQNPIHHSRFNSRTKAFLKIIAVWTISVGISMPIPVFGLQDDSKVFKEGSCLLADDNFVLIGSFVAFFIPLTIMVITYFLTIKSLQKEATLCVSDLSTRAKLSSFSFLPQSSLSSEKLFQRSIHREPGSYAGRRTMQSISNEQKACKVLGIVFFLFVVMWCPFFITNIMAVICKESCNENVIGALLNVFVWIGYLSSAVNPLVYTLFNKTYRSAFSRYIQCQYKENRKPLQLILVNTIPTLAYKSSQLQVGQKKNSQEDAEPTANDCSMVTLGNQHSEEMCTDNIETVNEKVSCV
Vif imaging: inhibitors of HIV Vif; HEK293T cells, Vif self-association by quenched fluorescence, imaging, 24 h; 340,000 compounds, 0.35% hits; inhibition, % at 7.49 µM; in the data active = inhibition above about 50%, passing the limit was not always enough; inconclusive = no clear call, values can overlap the other calls; inactive = below about 31%; also: some results filed as inactive read as strong as hits
Granule exo inh: blocks lytic granule exocytosis; AID 651702; inhibition, % at 10 µM; 360,000 compounds, 0.66% hits; TALL-104 LAMP-1 surface exposure, flow cytometry; cells stimulated with thapsigargin and PMA;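 active = inhibition above about 55%, limit read from the data; inconclusive = no clear call, values can overlap the other calls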
Glyco luc inh: blocks N-linked glycosylation in D54 reporter cells; D54 ERlucT glycosylation luciferase reporter, 24 h; percent of 100 nM tunicamycin response; reporter increase, % at 12.5 µM; 360,000 compounds, 0.23% hits;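 active = mean luciferase reporter signal, scaled so untreated is 0 and the glycosylation-blocking control 100, at or above a set limit in every replicate; inconclusive = mean reaches the limit but not every replicate does; inactive = mean below the limit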;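 also: luciferase carries N-glycosylation sites so blocking glycosylation raises the light; 0% = median of neutral control wells and 100% = median of 100 nM tunicamycin wells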
* = called active by the depositor; u = inconclusive; x = not tested or not shown.

The line under a structure holds: iPSC survival up | H9c2 protect | CaV13 ICDI inh | ABCB6 inh MLPCN | aDG glyco up | PDI turbidity | m5-HT2A agonist | Vif imaging | Granule exo inh | Glyco luc inh
1) O=C(Cn1cc(COc2c(Br)cc(F)cc2Br)nn1)c1ccc(O)cc1
    1.8 | 37.9 | -5.8 | 96.0 | 0.0 | 0.2 | -2.3 | -3.1 | 0.4 | 1.5
2) O=[N+]([O-])c1ccc2c(c1)c1ccccc1n2CCO
    -0.6 | -0.9 | -4.8 | 101.0 | -0.2 | 5.0 | 0.2 | x | 5.3 | -1.1
3) Cc1noc(C)c1NC(=O)N(C)C[C@H]1Oc2c(cccc2N(C)C)C(=O)N([C@H](C)CO)C[C@@H]1C
    4.7 | 2.3 | -7.1 | 98.0 | -0.2 | 4.2 | 1.8 | -0.5 | 10.6 | 3.3
4) COc1cc(/C=N/NC(=O)c2ccc(CN3C(=O)c4cccc5cccc3c45)cc2)cc(OC)c1O
    -0.2 | 8.7 | -1.3 | 87.0 | -0.1 | -1.4 | -0.9 | 10.3 | 19.7 | 4.9
5) Cc1ccc(N(CC(=O)NCC2CCCO2)C(=O)CCC(=O)Nc2nccs2)cc1C (centres undefined)
    -0.2 | 6.9 | -4.2 | 105.0 | 0.0 | -7.1 | -8.9 | 15.6 | -1.6 | 4.4
6) NCCCn1c(C(=O)c2cc(Cl)c(N)c(Cl)c2)c2ccc([N+](=O)[O-])cc2[n+]1[O-]
    -2.9 | 3.1 | -6.2 | 99.0 | -0.3 | -3.7 | -6.5 | 25.0 | 0.5 | -11.6
7) CN(C)C(/C=C/Nc1cccc([N+](=O)[O-])c1)=C(C#N)C#N
    -1.1 | 1.1 | -4.3 | 98.0 | 0.0 | 1.0 | 0.3 | 2.0 | -1.3 | 8.4
8) COc1ccc(C2(C(=O)Nc3ccc(C(=O)O)cc3)CCOCC2)cc1
    2.4 | -8.0 | -3.5 | 96.0 | 0.0 | -0.2 | 0.2 | 4.4 | 2.1 | 2.4
9) C(=N\n1cnnc1)/c1ccc(-c2ccccc2)cc1
    -3.0 | -12.7 | -6.3 | 104.0 | 0.0 | 1.5 | -9.3 | -42.5 | -0.6 | 1.0
10) COc1ccc(NC(=O)CSc2nnc(Cc3cccn3C)n2-c2ccc(F)cc2)cc1OC
    1.3 | 33.7 | -6.9 | 102.0 | -0.1 | x | -4.2 | -0.1 | -0.6 | -0.9
11) CCOc1cc(CN2CCC(n3nccc3NC(=O)C3CC3)CC2)ccc1O
    -0.1 | -0.6 | -5.5 | 102.0 | 0.2 | 7.9 | -8.0 | -3.8 | -1.6 | -1.1
12) CCc1nnc(NC(=O)C2CC(=O)N(C3CCCC3)C2)s1 (centres undefined)
    0.8 | 0.0 | -7.0 | 94.0 | 0.0 | 1.1 | 4.4 | -2.4 | -7.1 | -2.6
13) COc1ccc(CC(=O)Nc2cccc(C(=O)NN3C(=O)c4ccccc4C3=O)c2C)cc1
    -0.3 | 13.9 | -8.6 | 101.0 | 0.2 | 1.9 | 0.5 | 2.4 | -1.5 | 1.0
14) CCOC(=O)N1CCN(C(=O)CN(c2ccc(OC)c(OC)c2)S(C)(=O)=O)CC1
    6.2 | -5.6 | -5.8 | 96.0 | -0.2 | 0.1 | -2.9 | 13.6 | 0.6 | 3.8
15) O=C(NCC1CCCO1)c1cccnc1Nc1ccccc1F (centres undefined)
    2.5 | 5.7 | x | 102.0 | -0.1 | 13.8 | -1.4 | -2.6 | -1.1 | -0.9
16) Cc1ccc(CNC(=O)C(N=C2NS(=O)(=O)c3ccccc32)C(C)C)cc1 (centres undefined)
    -0.3 | 18.0 | -2.0 | 99.0 | -0.2 | -1.0 | 1.4 | -5.4 | 1.9 | -2.5
17) CCCC(=O)Nc1nnc(S(=O)(=O)N(C)Cc2ccco2)s1
    0.0 | -4.7 | x | 107.0 | 0.2 | 6.1 | -2.9 | 5.1 | -0.3 | 0.9
18) Cc1cccc(S(=O)(=O)c2c(N)n(/N=C/c3cccnc3)c3nc4ccccc4nc23)c1
    2.7 | 25.2 | -8.4 | 91.0 | -0.4 | -1.0 | 7.4 | 6.2 | 4.3 | 6.4
19) COC(=O)C1=C(C)Nc2ncnn2C1c1ccc(C)o1 (centres undefined)
    2.5 | 12.5 | -1.5 | 95.0 | -0.1 | x | -1.5 | 7.4 | 0.1 | 0.6
20) COc1ccc(NC(=S)N2CCCC(c3nc4ccc(C)cc4[nH]3)C2)cc1 (centres undefined)
    1.1 | 0.5 | -6.3 | 99.0 | -0.1 | -3.9 | -0.6 | 17.3 | -0.3 | -1.1
21) Cc1ccc(CNC(=O)CCc2nnc3ccc(N4CCC5(CC4)OCCO5)nn23)cc1
    0.0 | -2.6 | -5.1 | 100.0 | 0.4 | -9.5 | -5.1 | 3.0 | -0.2 | 1.5
22) CCOC(=O)c1c(NCC2CCCO2)c2ccccc2[nH]c1=O (centres undefined)
    6.8 | 0.6 | -5.0 | 95.0 | -0.5 | -1.5 | 4.0 | 0.1 | -2.7 | 1.1
23) O=C(NC(c1ccccc1)c1ccccc1)c1ccc(CO)cc1
    -0.4 | 4.0 | -2.5 | 99.0 | -0.1 | -3.8 | -7.4 | 16.4 | 6.4 | -1.9
24) Cc1cccc(NC(=O)N(C)Cc2cccs2)c1
    -2.9 | -3.3 | -3.4 | 95.0 | -0.2 | 12.2 | 0.9 | 2.9 | 0.5 | 1.3
25) CCC(=O)N1CCc2cc(S(=O)(=O)N3CCN(c4cc(C)ccc4C)CC3)ccc21
    -0.3 | -3.9 | x | 102.0 | 0.1 | 14.4 | -3.5 | -6.8 | -4.6 | -2.6
26) Cc1ccccc1CN1CCNC(=O)C1CC(=O)O (centres undefined)
    1.0 | 19.2 | -8.5 | 97.0 | 0.0 | 8.0 | -4.2 | 13.5 | -2.4 | -0.5
27) O=C(CCNC(=O)N1CCn2c1nc1ccccc12)NCc1ccc(F)cc1
    -0.3 | -1.0 | -15.3 | 101.0 | 1.3 | -0.5 | -1.2 | -3.6 | 0.2 | 3.6
28) Cc1cccc(NC(=O)c2ncn3c2C(=O)N(C)CC3)c1
    2.0 | 0.1 | -4.5 | 100.0 | -0.1 | -4.0 | -4.4 | 4.0 | -5.3 | 0.5
29) O=C(CSc1ccccn1)Nc1ccc(NC(=O)CSc2ccccn2)cc1
    -1.9 | -4.3 | -5.5 | 106.0 | 0.2 | -3.8 | 8.0 | x | -2.0 | -0.8
30) COC(=O)c1cnc(N2CCCN(S(=O)(=O)c3ccc(C(F)(F)F)cc3)CC2)nc1C(F)(F)F
    -0.7 | -5.8 | -4.2 | 105.0 | 0.0 | -8.2 | 0.3 | -2.0 | -1.6 | -1.6
31) COC(=O)C(NC(=O)CNS(=O)(=O)c1ccc(Br)cc1)c1ccccc1 (centres undefined)
    -0.5 | 10.1 | 0.6 | 93.0 | 0.9 | -2.1 | -0.9 | -1.2 | 62.0* | -2.8
32) CCOC(=O)c1cc(=O)c2c([N+](=O)[O-])ccc(OC)c2o1
    -0.3 | -2.0 | -4.3 | 100.0 | -0.4 | -8.5 | -2.4 | 1.1 | 8.0 | 0.0
33) COc1ccc(C(=O)NNC(=O)CSc2nnc(-c3ccc(O)cc3)n2C)cc1
    0.4 | 1.7 | -2.6 | 98.0 | 0.4 | 5.0 | 1.1 | 7.0 | -1.0 | 2.0
34) CC(OC(=O)c1cc(=O)[nH]c2ccccc12)C(=O)NC1CCCCC1C (centres undefined)
    -0.1 | 3.8 | -4.9 | 97.0 | -0.1 | -4.2 | -4.3 | 6.7 | 1.4 | 0.0
35) Nn1c(SCc2ccccc2)nc2ccccc21
    2.8 | -1.7 | -3.7 | 102.0 | -0.1 | 1.7 | 7.2 | -11.2 | -9.5 | -2.6
36) O=c1cc(O)c2sc3nc4c(c(C(F)(F)F)c3c2[nH]1)CCCCC4
    -0.3 | -0.7 | -2.5 | 96.0 | -0.1 | -12.5 | 2.2 | 3.1 | -5.7 | 2.2
37) CC(=O)NC1c2ccccc2C(=O)N1Cc1ccccc1 (centres undefined)
    -0.1 | -5.2 | -1.4 | 101.0 | 0.0 | -1.4 | 8.5 | 0.1 | -0.7 | 0.8
38) O=C(Nc1cccc(-c2cscn2)c1)C1CCN(Cc2ccc(CO)o2)CC1
    -0.5 | 11.0 | -4.6 | 95.0 | -0.3 | -8.4 | -12.1 | -10.9 | 0.0 | -3.4
39) COc1ccc(CN2CNc3nc4ccccc4n3C2)cc1
    3.7 | 6.6 | -3.5 | 105.0 | 0.0 | -7.2 | 0.0 | -1.3 | 2.2 | 0.7
40) O=C(Nc1cccc(C(F)(F)F)c1)c1ccc(N2CCNCC2)c([N+](=O)[O-])c1
    -0.5 | 9.0 | -4.1 | 98.0 | 1.3 | -5.3 | -3.6 | 1.4 | 1.2 | -1.8
41) CN(C)/C=C(\C(=O)c1ccc(Cl)cc1)c1nnnn1-c1ccc(Cl)cc1
    0.4 | 3.4 | -5.5 | 97.0 | -0.1 | 12.0 | 4.0 | 9.4 | -1.0 | 2.4
42) Cc1ccc(OCC(=O)N(C)CC(=O)Nc2ccccc2Cl)c([N+](=O)[O-])n1
    0.1 | 4.1 | -6.2 | 92.0 | 0.0 | 1.4 | 5.8 | -2.2 | 3.8 | -1.0
43) CN(CC(=O)NC(=O)NC1CCCCC1)c1ccccc1
    -0.5 | 1.7 | -2.0 | 93.0 | 2.9 | 13.0 | -11.8 | -8.6 | -2.3 | 0.2
44) O=C(CSc1ncn[nH]1)Nc1ccc2c(c1)OCCO2
    -1.2 | 2.1 | x | 98.0 | -0.2 | 6.7 | 2.5 | -1.7 | 2.1 | -3.6
45) Cc1cc(C)nc(SCC(=O)N(C)CC(=O)Nc2ccccc2Br)n1
    -0.2 | 1.7 | -4.8 | 98.0 | 0.0 | -3.5 | 9.2 | -6.5 | 7.1 | 0.6
46) O=C(NCc1ccc(Cl)cc1)c1ncn[nH]1
    -0.2 | 8.9 | -7.1 | 101.0 | -0.4 | -0.8 | -0.1 | -5.2 | 0.0 | 3.4
47) C=CCNC(=O)NC(=O)COC(=O)COc1ccc(Br)cc1F
    -1.1 | 1.9 | -3.3 | 93.0 | -0.1 | -12.6 | -0.6 | u | 2.3 | 2.7
48) Oc1ccc(NC(=S)Nc2ccc(F)cc2)cc1
    -0.6 | -2.7 | -22.3 | 99.0 | -0.1 | -0.3 | 3.2 | 3.4 | -0.6 | -0.3
49) O=C(CN(CCc1ccccc1)C(=O)CN1C(=O)COc2ccccc21)NCc1ccco1
    1.3 | 5.9 | -4.2 | 103.0 | 0.0 | 0.8 | 0.5 | 0.8 | -0.2 | 2.5
50) CC1(C(=O)NS(=O)(=O)Cc2cccc(Cl)c2)CCN1C(=O)Cc1ccccc1 (centres undefined)
    -2.5 | -2.8 | -4.5 | 83.0 | -0.3 | 1.6 | 1.1 | 3.7 | -11.1 | 1.6
